Screening results as filed in PubChem.
GPR151 activ = human GPR151 activation. Q8TDV0. PathHunter beta-arrestin GPR151 cells, luminescence. activation, % at 11.2 µM. actives 1% (n = 650,000). AID 1508602; in the data active means activation above about 4.9%;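 further: 0% = median of compound wells and 100% = cells with positive control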
Target sequence (Q8TDV0 whole entry, looked up): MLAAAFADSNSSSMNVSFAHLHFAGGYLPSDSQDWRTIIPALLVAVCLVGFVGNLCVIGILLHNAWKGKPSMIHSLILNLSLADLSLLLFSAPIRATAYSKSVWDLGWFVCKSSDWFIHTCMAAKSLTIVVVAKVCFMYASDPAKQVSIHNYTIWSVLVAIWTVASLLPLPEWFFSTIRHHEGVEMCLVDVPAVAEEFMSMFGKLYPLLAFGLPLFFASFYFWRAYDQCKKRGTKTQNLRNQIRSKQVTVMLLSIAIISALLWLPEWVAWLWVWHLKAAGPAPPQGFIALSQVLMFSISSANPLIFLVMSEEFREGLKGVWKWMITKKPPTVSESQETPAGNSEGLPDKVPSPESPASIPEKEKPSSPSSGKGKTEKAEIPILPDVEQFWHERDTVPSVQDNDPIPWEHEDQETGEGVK
TEAD-YAP block = TEAD-YAP interaction inhibition; inhibition, % at 9.12 µM; actives 1.4% (n = 640,000); HEK-TIYL cells, TEAD-Gal4/YAP UAS-luciferase luminescence; in the data active means inhibition above about 32%;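 further: 0% = median of test compound wells and 100% = reference inhibitor wells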
FBW7 act = human FBW7 E3 ligase activation, primary screen; AlphaScreen FBW7–phospho-cyclin E peptide binding, activator screen; normalized activity (activation), % at 26.1 µM; actives 0.13% (n = 650,000); in the data active means normalized activity above about 1.9%;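 further: purified mutant Fbw7 with reduced substrate affinity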
Target sequence (Q969H0 whole entry, looked up): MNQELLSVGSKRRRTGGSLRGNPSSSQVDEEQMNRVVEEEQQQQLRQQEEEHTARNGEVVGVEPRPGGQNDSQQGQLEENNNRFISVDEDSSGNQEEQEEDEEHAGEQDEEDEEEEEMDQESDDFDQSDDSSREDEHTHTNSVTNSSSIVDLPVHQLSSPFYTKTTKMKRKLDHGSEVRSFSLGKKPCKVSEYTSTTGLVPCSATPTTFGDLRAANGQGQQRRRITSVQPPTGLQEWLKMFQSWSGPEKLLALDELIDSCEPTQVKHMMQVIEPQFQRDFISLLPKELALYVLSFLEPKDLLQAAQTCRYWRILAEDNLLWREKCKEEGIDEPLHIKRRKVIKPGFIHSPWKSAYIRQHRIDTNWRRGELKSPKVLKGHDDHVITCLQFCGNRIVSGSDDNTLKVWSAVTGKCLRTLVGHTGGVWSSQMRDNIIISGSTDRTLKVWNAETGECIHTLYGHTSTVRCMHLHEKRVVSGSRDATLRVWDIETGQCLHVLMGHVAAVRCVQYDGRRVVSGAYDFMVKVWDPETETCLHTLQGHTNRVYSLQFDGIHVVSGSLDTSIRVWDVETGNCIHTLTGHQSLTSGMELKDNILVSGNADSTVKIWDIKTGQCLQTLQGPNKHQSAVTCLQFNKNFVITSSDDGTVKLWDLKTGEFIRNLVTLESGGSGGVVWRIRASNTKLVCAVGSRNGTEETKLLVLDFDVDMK
MITF primary = inhibitors of human MITF. actives 0.91% (n = 650,000). O75030. AID 1259374. AlphaScreen MITF homodimerization, bead proximity signal. inhibition, % at 2.6 µM; in the data active means inhibition above about 50%;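 further: 0% = vehicle wells with protein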
Numbers without * were called inactive.

SMILES	GPR151 activ	TEAD-YAP block	FBW7 act	MITF primary
O=C(c1ccco1)N(Cc1cc2cc3c(cc2n2nnnc12)OCO3)C1CCCCC1	0.1	-2	0.1	4
CCc1noc(C)c1C(=O)Nc1sc(C(=O)N(C)C)c(C)c1C#N	2.3	9	-0.2	-18
C=CCOc1ccc(C2/C(=C(/O)c3ccc(OCCC)cc3C)C(=O)C(=O)N2CCN(C)C)cc1 (centres undefined)	-1.7	-5	0.0	-2
O=C(NCc1ccccc1)NC1(C(=O)N2CCC(O)CC2)CCCCC1	-0.1	2	-0.1	2
Cc1ccccc1CN1CCN(CC(=O)NC2CCCCC2C)C1=O (centres undefined)	-0.4	9	0.1	2
COc1ccc(C(=O)Nc2c3c(nn2-c2ccc([N+](=O)[O-])cc2)CSC3)cc1	0.7	-2	-0.1	-6
CCOc1ccccc1CNc1nc2nc(C)c(Cl)c(C)n2n1	-1.3	2	1.1	14
O=C(NCC(c1ccco1)N1CCOCC1)C(=O)NC1CCCCC1 (centres undefined)	1.2	5	0.0	-7
Cc1noc(C)c1COC(=O)/C=C/c1ccc(Br)o1	-0.8	6	0.1	10
CCNc1nc(NCC)nc(SCC(=O)c2ccc(Cl)cc2)n1	-0.4	3	0.0	-6
CCn1nc(C)c(NC(=O)Nc2ccc(F)cc2F)c1C	0.1	2	0.1	-19
C/C(=N/NC(=O)CNc1ccc(C)cc1)c1ccccc1O	-0.7	5	0.3	5
CCc1ccc(CNc2nc(C)c(-c3ccn(CCN4CCOCC4)n3)s2)cc1	0.4	-8	0.0	-2
CC(C)c1ccc(NC(=O)C2CCN(C(=O)c3n[nH]c4ccccc34)CC2)cc1	0.7	7	0.0	-4
C/C=C/c1ccc(OCCCN2C(=O)NC(C)(C)C2=O)c(OC)c1	-0.5	-4	-0.1	21
CC(=O)Nc1ccc(/C=C2/OC(=O)c3c2cc(C)[nH]c3=O)cc1	-0.7	-12	0.2	17
COc1ncccc1C(=O)NCC1Cc2cc(F)cc(-c3ccc(C(C)=O)s3)c2O1 (centres undefined)	1.4	3	0.0	7
CCOC(=O)C1=C(CSc2nnc(C(F)(F)F)n2C)NC(=O)NC1c1cccs1 (centres undefined)	0.3	6	0.1	-11
CN(C)c1ccc(/C=N\NC(=O)c2cncc(Br)c2)cc1	-0.3	-12	0.0	-9
COCCNC(=O)c1ccccc1NS(C)(=O)=O	0.4	6	-0.1	1

Two of the compounds above, with values under each structure:
Values run as follows: GPR151 activ, TEAD-YAP block, FBW7 act, MITF primary
CCOc1ccccc1CNc1nc2nc(C)c(Cl)c(C)n2n1
  -1.3, 2, 1.1, 14
O=C(NCC(c1ccco1)N1CCOCC1)C(=O)NC1CCCCC1 (centres undefined)
  1.2, 5, 0.0, -7

Back to the main list; the 6 compounds before the break are reprinted first.
SMILES	GPR151 activ	TEAD-YAP block	FBW7 act	MITF primary
C/C=C/c1ccc(OCCCN2C(=O)NC(C)(C)C2=O)c(OC)c1	-0.5	-4	-0.1	21
CC(=O)Nc1ccc(/C=C2/OC(=O)c3c2cc(C)[nH]c3=O)cc1	-0.7	-12	0.2	17
COc1ncccc1C(=O)NCC1Cc2cc(F)cc(-c3ccc(C(C)=O)s3)c2O1 (centres undefined)	1.4	3	0.0	7
CCOC(=O)C1=C(CSc2nnc(C(F)(F)F)n2C)NC(=O)NC1c1cccs1 (centres undefined)	0.3	6	0.1	-11
CN(C)c1ccc(/C=N\NC(=O)c2cncc(Br)c2)cc1	-0.3	-12	0.0	-9
COCCNC(=O)c1ccccc1NS(C)(=O)=O	0.4	6	-0.1	1
CCC(=O)NCCNc1nc2ccccc2cc1C	1.4	-12	0.1	-2
CCOc1ccc2nc(SCC(=O)Nc3ccc(NC(C)=O)cc3)sc2c1	-1.0	-3	-0.3	2
O=C(CNS(=O)(=O)c1ccc(Cl)cc1)OCc1ccccc1F	-0.7	1	0.0	-17
CC(=O)c1cccc(NC(=O)Nc2ccc(Cl)cc2C(F)(F)F)c1	-1.6	4	0.2	6
O=[N+]([O-])c1cccc(Nc2nc(OC(C(F)(F)F)C(F)(F)F)nc(OC(C(F)(F)F)C(F)(F)F)n2)c1	0.2	5	0.0	8
O=C(CSc1ccccc1C(=O)O)NC1CCCCCCC1	0.0	-3	0.1	18
Cc1ccc(-n2nc3cc(C)c(NC(=O)c4ccc(-c5ccc([N+](=O)[O-])cc5C)o4)cc3n2)cc1	0.1	-5	0.1	12
COCCOC(=O)C1=C(C)NC(=O)NC1c1ccc([N+](=O)[O-])cc1 (centres undefined)	0.4	-14	0.1	14
CCn1c(=O)cc(OCC(=O)Nc2cc(OC)c(OC)c(OC)c2)c2ccccc21	1.0	4	-0.2	-1
CC(C)n1cc(/C=C2\NC(=O)N(Cc3ccc(Cl)cc3)C2=O)c2ccccc21	-1.0	22	0.3	9
COc1ccc(CCNC(=O)c2ccc(NC(=O)C3=C(C)OCCS3)cc2)cc1OC	1.1	-2	-0.1	1
O=C(COC(=O)c1ccc2c(c1)C(=O)N(c1ccc(Cl)cc1)C2=O)c1ccc([N+](=O)[O-])cc1	0.0	2	0.0	11
O=C(CCc1nc(-c2ccccc2F)no1)N1CCN(c2ccc(F)cc2)CC1	0.3	5	0.2	6
Cc1ccc2nsnc2c1NC(=O)c1ccccc1I	1.3	-1	-0.1	-6
COc1cc(NC(=O)c2cnc(N3CCN(c4ccccn4)CC3)c3ccccc23)cc(OC)c1OC	1.5	78*	-0.1	6
CC(C)c1ccc(NC(=O)CSc2ncccc2C(=O)NCc2ccc(Cl)c(Cl)c2)cc1	1.5	3	0.0	-1
COc1ccccc1CC(=O)Nc1ccc(O)cc1C(=O)O	2.3	0	-0.1	-1
CCc1ccc(NC(=O)C(=O)N/N=C(\C)CC(=O)Nc2ccc(C)cc2)cc1	-0.6	-2	-0.1	-11
CCCC(C)C(=O)Nc1nnc(C(F)(F)F)s1 (centres undefined)	1.7	-1	0.6	3
O=C(CC(SCc1ccco1)c1ccc(Cl)cc1)c1ccco1 (centres undefined)	0.7	-2	0.0	-9
CC(=O)c1cccc(CN2CCN(Cc3ccc(F)cc3)C(CCO)C2)c1 (centres undefined)	0.2	-8	0.4	-1
CC(C)CC(Nc1ccc(S(=O)(=O)N2CCCCCC2)cc1[N+](=O)[O-])C(=O)O (centres undefined)	-0.6	-2	0.1	12
Cc1ccc(C)c(NC(=O)COc2ccccc2Cl)c1	-1.1	-22	0.1	13
COc1ccc(CN2CCC3(CCC(CNC(=O)C(C)C)O3)CC2)cc1C (centres undefined)	1.1	-7	-0.1	2
COc1ccc(SCCC(=O)Nc2ccc3sccc3c2)cc1	-1.9	-1	0.1	-10
O=C(Nc1cc(Cl)cc(Cl)c1)c1cccc(C(=O)Nc2cc(Cl)cc(Cl)c2)c1	-0.9	5	0.0	2
CS(=O)(=O)c1cnc2ncnn2c1C1CCN(C(=O)CC2CCCC2)CC1	-1.4	0	0.1	5
COc1ccccc1NC(=O)c1c(OC)cccc1OC	-1.0	15	-0.1	-8
CC(=O)Nc1cccc(-c2cncc(-c3cccc(CO)c3)n2)c1	0.6	-2	0.2	-1
CC(C)CCNC(=O)Cn1cc2c(n1)CCCC2	0.8	-7	0.1	10
COc1c(/C=C/C(=O)N2CCCCC2)c(O)c(OC)c2occc12	0.5	-9	-0.1	6
CCC(C)NC(=O)c1sc2ncnc(N3CCC(C)CC3)c2c1C (centres undefined)	1.5	-6	0.0	-14
COc1ccc(CC(=O)N2CCN=C2SCc2cccc([N+](=O)[O-])c2)cc1	-0.3	-11	0.0	3
CC1(C)CC(=O)c2c(nn(-c3ccccc3)c2-c2ccc(F)cc2)C1	0.6	5	0.2	11
COc1ccc(NC(=O)CCCC(=O)Nc2ccc(OC)cc2)cc1	1.3	1	-0.2	3
CCC1CCCCN1C(=O)[C@H]1C[C@@H](c2ccc(F)cc2)NS(=O)(=O)N1C (some centres undefined)	0.4	-2	-0.1	9
CCOC(=O)c1cc(S(=O)(=O)NCc2cccs2)cn1C	0.2	1	0.3	16
O=C(Nc1cccc(F)c1)c1cccnc1NCc1ccccc1	0.6	8	0.9	-2
Cc1cc(NC2CCN(Cc3ccccc3)CC2)nc(NCc2cccnc2)n1	0.3	-2	0.0	-2
COc1ccc2c(C)c(C(=O)NCC(C)C)oc2c1OC	0.5	-12	-0.1	8
COc1ccc(OC)c(C2CC(c3ccc(OC)c(OC)c3)=NN2S(=O)(=O)c2ccccc2)c1 (centres undefined)	0.8	-3	0.2	8
COc1cc(OC)c2c(-c3ccccc3)cc(=O)oc2c1	1.1	-19	0.1	5
COc1ccc(NC(=O)OC(C)(C)C)cc1Cl	-2.8	-52	0.0	-1
CCN1CCN(c2cc(C)c3cc(NC(=O)c4ccc([N+](=O)[O-])cc4Cl)ccc3n2)CC1	-0.2	3	0.1	10
C=CCc1c(C)nc(SC)nc1Nc1ccc(C(=O)OCC)cc1	0.4	-15	-0.1	1
COc1ccc(Nc2cc(C)nc3ccc(OC)cc23)cc1	-0.6	10	-0.1	-1
Cc1cc2c(c(=O)o1)C(c1cccc(Cl)c1Cl)C(C#N)=C(N)O2 (centres undefined)	-2.4	14	0.4	-1
CCOc1ccc(CNC(=S)N/N=C/C2CCOC(C)(C)C2)cc1 (centres undefined)	-0.2	-1	0.1	1
CC(O)c1nc2ccccc2n1CC(=O)N1c2ccccc2CC1C (centres undefined)	-0.1	16	0.2	10
CCCCC(CC)CNC(=O)CCn1c(=O)[nH]c2ccccc2c1=O (centres undefined)	-0.1	-2	-0.3	-3
CC1(C)Oc2ccc(C(=O)NC3CC3)cc2N(CC(=O)Nc2ccccc2F)C1=O	0.9	5	-0.1	-4
CCCCN(CCO)c1ncnc2sc(-c3ccccc3)cc12	-0.4	-3	-0.1	-11
CC(CN1CCOCC1)OC(=O)CCc1ccccc1 (centres undefined)	-0.2	-8	0.2	9
COc1ccc(Cl)cc1N1C(=O)CCC1=O	-1.0	4	0.0	17
CCOC(=O)c1c(NC(=O)c2ccc([N+](=O)[O-])cc2)sc2c1CCC2	-0.1	-10	-0.1	2
O=C(c1cc2c(ccc3ccccc32)oc1=O)N1CCCC1	-0.3	-3	3.2*	2
Cc1c(C(=O)N2CCCCC2C)sc2ncnc(N3CCC(C)CC3)c12 (centres undefined)	0.8	-3	0.0	-4
O=C(NCc1ccc2c(c1)OCO2)c1cccc(F)c1	-0.3	-13	0.0	-7
O=C(Cn1c(SCC(=O)N2CCCc3ccccc32)nc2ccccc21)N1CCCC1	-0.2	2	-0.1	6
CCOC(=O)C1=NNC2C(=O)N(c3cc(Cl)cc(Cl)c3)C(=O)C12 (centres undefined)	0.1	9	0.4	15
More records follow.
SMILES	GPR151 activ	TEAD-YAP block	FBW7 act	MITF primary
COc1cccc2c1NC(c1ccccc1[N+](=O)[O-])C1CC=CC21 (centres undefined)	-1.9	-12	0.3	13
COc1ccc(C2/C(=C(\O)c3ccc(C)cc3)C(=O)C(=O)N2c2nncs2)cc1OC (centres undefined)	-0.5	2	0.4	-2
Cc1c(NC(=O)Oc2ccccc2)sc(=S)n1C	1.3	10	0.2	11
COC(=O)C1=C(N)N(c2ccc(Cl)cc2)C2=C(C(=O)CCC2)C1c1cccnc1 (centres undefined)	0.5	-1	-0.4	-12
CC(C)C(c1nnnn1Cc1ccco1)N1CCC(C(N)=O)CC1 (centres undefined)	0.8	2	-0.1	7
N#Cc1ccc(NC(=O)c2cc(-c3cccc(Cl)c3)on2)cc1	1.2	2	-0.1	3
O=C(Nc1ccc(OC(F)(F)F)cc1)c1cc2nc(-c3ccc(Cl)c(Cl)c3)cc(C(F)(F)F)n2n1	-2.4	-11	0.1	-1
OCCC1CN(Cc2cccn2-c2cccnc2)CCN1Cc1ccc(F)cc1 (centres undefined)	-0.8	-2	0.0	1
O=C1CCC(C(=O)N2CCC3(CC2)CC3C(=O)NCCc2ccccn2)=NN1 (centres undefined)	-0.4	1	0.0	2
Clc1ccc(CSc2nnc3c(n2)[nH]c2ccccc23)c(Cl)c1	-0.4	8	0.2	12
CCCCCCOC(=O)c1ccc(NC(=O)C(c2ccccc2)c2ccccc2)cc1	0.8	-2	0.2	-6
CN(C)S(=O)(=O)c1ccc2[nH]c3nc(SCc4cc(=O)n5cc(Br)ccc5n4)nnc3c2c1	-1.0	2	-0.1	10
CC(=O)Nc1cccc(NC(=O)NC2CC(=O)N(c3ccccc3)C2)c1 (centres undefined)	-1.1	-1	0.2	-1
CS(=O)(=O)N(CC(=O)Nc1cc(C(F)(F)F)ccc1Cl)c1cccc(F)c1	-0.6	-2	-0.1	-21
O=C1c2ccccc2C(=O)N1CNc1ccc(Oc2ccc(Cl)cc2)cc1	-0.3	11	-0.1	5
CCc1c(C)sc(NC(=O)c2noc3c2CCCC3)c1C#N	0.5	11	0.1	-1
O=C(NCCOc1ccccc1)c1cncc(-c2ccccc2)c1	-1.8	-5	-0.2	0
COc1cc(/C=C2\N=C(c3ccc(F)cc3)OC2=O)cc(OC)c1OC	-1.4	-1	0.7	15
COc1ccc(C)cc1NC(=O)CO/N=C(\N)CC(=O)Nc1ccccc1OC	-0.4	14	-0.1	-12
CCC(=C(c1ccc(OC)cc1)c1ccc(OC)cc1)c1cn(CC(O)CN2CCOCC2)c2ccccc12 (centres undefined)	-0.9	-20	-0.6	12

A few values from the list.
Under FBW7 act, `CC(=O)Nc1cccc(NC(=O)NC2CC(=O)N(c3ccccc3)C2)c1` (centres undefined) is listed with 0.2
Under MITF primary, `CS(=O)(=O)N(CC(=O)Nc1cc(C(F)(F)F)ccc1Cl)c1cccc(F)c1` is listed with -21
Under MITF primary, `COc1cccc2c1NC(c1ccccc1[N+](=O)[O-])C1CC=CC21` (centres undefined) is listed with 13
Under FBW7 act, `CCCCCCOC(=O)c1ccc(NC(=O)C(c2ccccc2)c2ccccc2)cc1` is listed with 0.2
